# Compound activity as filed in PubChem BioAssay.
# EPAC1 antagonist = qHTS for Antagonist of cAMP-regulated guanine nucleotide exchange factor 3 (EPAC1): primary screen; Rap guanine nucleotide exchange factor 3 (Homo sapiens), O95398; EPAC1 GEF assay, Rap1b-BODIPY-GDP exchange fluorescence; Potency, µM (top dose mostly 115 µM), without a hit: top-dose activity change, negative = inhibition, most hits filed as inhibitors; hit rate 0.14% among 360,000;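 further: plate controls were vehicle for no effect and positive control for full effect; nearly all actives have a fitted effect of over 50% in size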
# Target sequence (O95398 whole entry, looked up): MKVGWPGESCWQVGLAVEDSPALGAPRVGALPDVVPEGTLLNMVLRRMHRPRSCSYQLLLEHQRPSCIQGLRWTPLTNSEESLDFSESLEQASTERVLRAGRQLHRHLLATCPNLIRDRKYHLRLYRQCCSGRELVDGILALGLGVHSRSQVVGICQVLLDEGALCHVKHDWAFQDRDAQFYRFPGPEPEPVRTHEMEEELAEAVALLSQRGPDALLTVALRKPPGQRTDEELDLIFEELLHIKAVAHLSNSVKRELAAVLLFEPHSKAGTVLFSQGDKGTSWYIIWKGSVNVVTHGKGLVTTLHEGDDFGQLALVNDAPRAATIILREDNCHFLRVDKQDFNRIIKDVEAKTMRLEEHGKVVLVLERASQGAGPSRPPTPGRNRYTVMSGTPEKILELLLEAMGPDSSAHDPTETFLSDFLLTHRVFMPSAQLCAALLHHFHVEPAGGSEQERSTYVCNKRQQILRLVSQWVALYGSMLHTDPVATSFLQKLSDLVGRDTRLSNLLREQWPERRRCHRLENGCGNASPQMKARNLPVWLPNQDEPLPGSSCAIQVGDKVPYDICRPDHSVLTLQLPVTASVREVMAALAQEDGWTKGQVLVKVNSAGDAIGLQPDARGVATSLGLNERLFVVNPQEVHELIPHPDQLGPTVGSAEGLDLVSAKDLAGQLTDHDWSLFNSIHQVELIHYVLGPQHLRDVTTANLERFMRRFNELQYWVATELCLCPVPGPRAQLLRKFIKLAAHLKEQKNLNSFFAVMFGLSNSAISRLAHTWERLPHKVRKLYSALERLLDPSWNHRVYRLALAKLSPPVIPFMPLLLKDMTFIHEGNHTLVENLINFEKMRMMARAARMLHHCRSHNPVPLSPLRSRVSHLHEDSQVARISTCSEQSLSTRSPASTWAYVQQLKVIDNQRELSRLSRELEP
# EPAC2 antag = qHTS for Antagonist of cAMP-regulated guanine nucleotide exchange factor 2 (EPAC2): primary screen. Rap guanine nucleotide exchange factor 4 (Homo sapiens), Q8WZA2. EPAC2 GEF exchange of Rap1B-BODIPY-GDP, fluorescence. Potency, µM (highest dose often 114 µM), for inactives: at the top dose activity, negative = inhibition, actives largely listed as inhibitors. hit rate 0.18% among 360,000; further: on the % scale 0 is the no-effect control and ±100 the full control effect; nearly all actives have a fitted effect of over 45% in size; many of its hits are not listed in these tables
# PTHR1 ag = qHTS for PTHR1 Agonists: Primary Screen; HEK293 GP2 PTHR1 cells, GloSensor cAMP luminescence, 1 h; Potency, µM (doses to about 115 µM), for the others: at the highest dose activation, most hits filed as activators; hit rate 0.075% among 410,000; AID 743266, 2014; further: nearly all actives have a fitted effect of over 55% in size; some results filed as inactive show a strong effect at the top dose; inactives centre near -15; many of its hits are not listed in these tables
#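 HEK-293-derived GP2 cells expressing PTHR1 and a GloSensor cAMP reporter, 3,000/well, plated overnight, given luciferin plus IBMX (each 0.5 mM as added) for 1 h at 37 °C, then compound for 1 h at 37 °C. Luminescence was read after 15 min at room temperature.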
# EPAC2 agonist = qHTS for Agonist of cAMP-regulated guanine nucleotide exchange factor 4 (EPAC2): primary screen; Rap guanine nucleotide exchange factor 4 (Homo sapiens), Q8WZA2; EPAC2 activation, biochemical qHTS; response scale: 100% = 6.5 mM cAMP response; Potency, µM (doses to about 154 µM), for inactives: at the top dose activation, actives largely listed as activators; hit rate 0.079% among 360,000; AID 720711, 2013; further: nearly all actives have a fitted effect of over 50% in size
#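 Readout is BODIPY fluorescence (480 nm excitation, 540 nm emission), which falls as labeled GDP is exchanged off Rap1B. EPAC2 at 100 nM acted on 250 nM RAP1B-BODIPY-GDP with 50 uM GDP present.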
# aSyn yeast inh = qHTS of alpha-syn Inhibitors | Yeast expressing alpha-synuclein, growth rescue, BacTiter-Glo, 24 h | Potency, µM (titrated, usually from 46.1 µM), inactives show top-dose growth rescue (activation), usual class: activators | hit rate 0.14% among 370,000; further: % of control where 0% means no effect; nearly all actives have a fitted effect of over 65% in size
#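 Readout is rescue of growth in alpha-synuclein-expressing yeast, so inhibitors of toxicity appear as activators. Growth after 24 hr at 30 deg C in galactose medium is quantified by luminescence.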
# FUS yeast rescue = qHTS for Suppressors of FUS Proteinopathy: Primary screen using FUS-linked yeast assay; S. cerevisiae FUS-expressing, growth rescue, OD600, 24 h; Potency, µM (top dose mostly 76.6 µM), without a hit: at the top dose growth rescue (activation), usual class: activators; hit rate 0.24% among 390,000; AID 1347120, 2019;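 further: plate controls were DMSO vehicle for no effect and reference control for full effect; nearly all actives have a fitted effect of over 55% in size; some results filed as inactive show a strong effect at the top dose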
#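 Absorbance at 600 nm, taken 24hr after compound addition, measured rescue of FUS-yeast growth at 30C. Induction used 2% galactose with seeding at OD 0.005. Controls: CP55940 from 92uM final, DMSO only.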
# EPAC1 ag = qHTS for Agonist of cAMP-regulated guanine nucleotide exchange factor 3 (EPAC1): primary screen; hit rate 0.073% among 360,000; Potency, µM (series often up to 154 µM), without a hit: at the top dose activation, most hits filed as activators; AID 720707, 2013; EPAC1 agonist qHTS, biochemical assay; response scale: 100% = response to 6.5 mM cAMP; further: nearly all actives have a fitted effect of over 60% in size
#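 Normalized to 6.5 mM cAMP, activity reflects EPAC1-catalysed release of BODIPY-GDP from Rap1B, followed kinetically over 30 min at 480 nm excitation, 540 nm emission. Reaction contained 100 nM EPAC1, 250 nM Rap1B-BODIPY-GDP, 50 uM GDP.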
# TDP43 rescue = qHTS of TDP-43 Inhibitors; TDP-43 expressing yeast growth rescue, BacTiter-Glo, 24 h; hit rate 1.8% among 410,000; Potency, µM (series often up to 46.1 µM), inactives show top-dose growth rescue (activation), usual class: activators; AID 652104, 2013; further: % of control where 0% means no effect; nearly all actives have a fitted effect of over 50% in size
#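 In this qHTS, compounds that restore growth of yeast expressing TDP-43 appear as activators. Cells (OD600=0.02, galactose medium, raffinose-pregrown) are incubated with compound 24 hr at 30 deg C and growth is quantified by BacTiter-Glo.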
# Starred values were filed as active, the others as inactive; i = inactive; ? = inconclusive; . = not tested or not shown; [ ] = dose if it differs, or a comment. The call rests on the fitted dose curve; in most records, active means well fitted curve in the direction sought with a large enough effect; inconclusive means small, poorly fitted or top-dose-only effect, or another doubt; inactive means no such curve, though single readings can be large; an effect the other way counts as inactive or inconclusive. Potency means the concentration at half of the fitted maximal effect. Some of the compounds tested (hit frequency here may not be typical).
Compound	EPAC1 antagonist	EPAC2 antag	PTHR1 ag	EPAC2 agonist	aSyn yeast inh	FUS yeast rescue	EPAC1 ag	TDP43 rescue
CN(N=Nc1cccc([N+](=O)[O-])c1)c1ccccc1	-5%	-14%	-13%	4%	-9%	12%	27%	-13%
CCOc1cc(C(=S)N2CCCCC2)ccc1OCC(=O)NCc1ccccc1	-6%	-6%	-28%	12%	7%	8%	13%	16%
O=C1C=C(c2cccc3c2oc2ccccc23)CCC1	-25%	-4%	-25%	16%	2%	-6%	10%	?
COc1ccc(CCNC(=O)C2CCCN(c3nc4ccccc4s3)C2)cc1OC (centres undefined)	-1%	-4%	-25%	3%	4%	-13%	5%	-16%
CCOC(=O)c1cc(C#N)c(SC)nc1C	-22%	2%	i	2%	4%	-10%	-17%	13%
CC1=C(C)CC(C(=O)NC(C)CCc2ccccc2)C(C(=O)O)C1 (centres undefined)	7%	3%	-1%	-1%	1%	6%	5%	2%[9.22 µM]
CC(C)c1ccc(/C=N/NC(=O)c2cccc(Cl)c2)cc1	-7%	-6%	i	8%	-17%	.	0%	-6%
COc1ccc(NC(=O)Cn2nnc(-c3ccccc3F)n2)cc1Cl	4%	5%	-26%	5%	-1%	16%	5%	-5%
O=C(NCCCn1ccnc1)c1ccco1	10%	-5%	?	8%	-15%	16%	5%	0%
CCc1nc2c(OCc3ccc(Cl)cc3Cl)cccn2c1N(C)C(=O)CC(C)C	-20%	-18%	-48%[inhibitor]	14%	22%	29%	3%	11%
CC(CCc1ccccc1)NC(=O)CSc1nccc(=O)[nH]1 (centres undefined)	11%	-4%	-9%[57.5 µM]	3%	-3%	-5%	7%	-7%
O=C1c2ccccc2C(=O)N1c1ccc(S(=O)(=O)N2CCN(c3ccccc3)CC2)cc1	12%	-12%[57.1 µM]	i	-7%	3%	-27%	3%	-4%
Cc1cc(C)c(S(=O)(=O)c2ccc(Cl)cc2C)c(Cl)n1	-7%	?	-8%	9%	18%	11%	2%	14%
Cc1ccccc1NC(=O)c1ccc2snnc2c1	4%	-2%	-18%	-1%	1%	-9%	-10%	18%
COc1cc(C(=O)N2CCN(C(=O)CC(C)C)CC2)cc(OC)c1OC	3%	0%	-11%[57.5 µM]	9%	-11%	29%	6%	-19%
c1ccc(CSC2=NCCCN2)cc1	13%	12%	i	-2%	3%	-18%	-3%	4%
O=c1oc(-c2ccccc2F)nc2c1cnn2-c1ccccc1	-8%	-10%	-7%[57.5 µM]	4%	0%	15%	6%	-1%
Cc1ccc(-c2nc(N)n(S(=O)(=O)c3ccc(C)cc3)n2)cc1	?	-8%	i	-5%	-2%	-4%	8%	1%
CCc1ccc(/C=C2\C(=N)N3N=C(CC(=O)N4CCCCC4)SC3=NC2=O)cc1	7%	8%	-24%	4%	-5%	?	-6%	-17%
O=C(CN1CCN(S(=O)(=O)c2ccc(Br)s2)CC1)NCC1CCCCC1	-13%	-12%	i	2%	3%	-15%	12%	7%
COc1cc(CNCc2ccncc2)ccc1OCC(N)=O	-29%	-4%	12%	2%	1%	23%	-4%	.
CC12CCC(=O)C=C1CCC1C2C(O)CC2(C)C(c3csc(N)n3)CCC12 (centres undefined)	-1%	4%	-25%	-6%	2%	?	6%	-13%
Cc1c(-c2ccc(OCCN3CCCCC3)cc2)c(=O)oc2ccc3ccccc3c12	18%	-9%	-18%	2%	0%	-17%	4%	16%
Cc1ccc(CN(C(=O)c2csnn2)C(C(=O)NC2CCCC2)c2ccco2)cc1 (centres undefined)	5%	2%	i	9%	0%	27%	2%	-12%
CCOC(=O)Cc1csc(SCC(=O)Nc2cccc(C#N)c2)n1	-28%	2%	-3%[57.5 µM]	-5%	-4%	14%	0%	-2%
COCCNC(=O)C(=O)NCC1OCCCN1S(=O)(=O)c1cccs1 (centres undefined)	4%	3%	i	-7%	7%	.	-5%	14%
Cc1cccc(C)c1-n1nnnc1C1(C)CCC(=O)N1C1CCN(Cc2ccccc2)CC1 (centres undefined)	1%	2%	-14%	2%	-5%	-15%	-2%	0%
COc1ccc(C(=O)N2CCN(C(C)=O)CC2)cc1S(=O)(=O)NCc1ccc(Cl)cc1	-10%	1%	i	-3%	-10%	9%	0%	-3%
CCCC(=O)NC(c1ccco1)c1cc([N+](=O)[O-])c2cccnc2c1O (centres undefined)	-20%	-8%	?	14%	-1%	0%	-4%	?
O=c1cc(-c2ccccc2)cc(-c2ccccc2)n1CCO	-19%	5%	-22%	2%	13%	-16%	-10%	9%

# Reprinted from the part before: 2 entries, followed by the next part.
Compound	EPAC1 antagonist	EPAC2 antag	PTHR1 ag	EPAC2 agonist	aSyn yeast inh	FUS yeast rescue	EPAC1 ag	TDP43 rescue
CCCC(=O)NC(c1ccco1)c1cc([N+](=O)[O-])c2cccnc2c1O (centres undefined)	-20%	-8%	?	14%	-1%	0%	-4%	?
O=c1cc(-c2ccccc2)cc(-c2ccccc2)n1CCO	-19%	5%	-22%	2%	13%	-16%	-10%	9%
CCCCc1cc(=O)oc2cc(OCC(=O)N(CC)CC)ccc12	-4%	4%	i	7%	8%	28%	0%	9%
Cc1ccccc1OCC(=O)Nc1ccccc1-c1ccccc1NC(=O)COc1ccccc1C	-13%	-11%	-16%	2%	2%	5%	9%	22%
Cc1c2c(nc3ccccc13)CCC(C)C2 (centres undefined)	-22%	17%	i	-6%	-2%	24%	-8%	-11%
Cc1ccc(C)c2[nH]c(=O)c(CN(Cc3ccco3)S(=O)(=O)c3ccc4c(c3)OCCO4)cc12	-7%	-22%	i	-9%	8%	19%	6%	-9%
Cn1c(Cc2ccccc2)nnc1SCC(=O)Nc1ccc2c(c1)OCCO2	-20%	-7%	-24%[57.5 µM]	11%	0%	17%	3%	-6%
CCN(CC)C(=O)[C@H]1CC(CC(=O)NC(C)(C)C)C(=O)N2CCc3c([nH]c4ccccc34)[C@]12C (some centres undefined)	-7%	7%	-19%	-7%	3%	3%	-14%	14%
COc1ccc(C)cc1NC(=O)CSc1nc(=O)n(CCCN2CCOCC2)c2c1CCCC2	14%	13%	-49%[inhibitor]	-3%	4%	0%	-3%	8%
c1ccc(CN2CCN(c3nc(-c4ccccn4)nc4ccccc34)CC2)cc1	0%	5%	i	4%	-2%	-20%	2%	-2%
CC(=O)c1ccc(S(=O)(=O)Nc2ccc(C(=O)NCC(c3cccs3)N3CCOCC3)cc2)cc1 (centres undefined)	7%	11%	-17%	1%	9%	21%	0%	-11%
C/C(N)=C(/C#N)C(=O)CSc1nnc(-c2ccccc2)n1C	-9%	3%	i	2%	-2%	-7%	14%	-9%
Cc1ccc(CNC(=O)C2CCCC2)cc1	2%	3%	i	10%	8%	-5%	8%	10%
OC(c1ccc(Cl)c(F)c1)c1ncc(-c2ccccc2Cl)[nH]1 (centres undefined)	-17%	-23%	i	13%	21%	-26%	-6%	21%
CN(CC(=O)Nc1ccc(F)cc1)C(=O)CN1C(=O)c2ccccc2C1=O	-1%	0%	i	-2%	-5%	.	10%	14%
CNC(=O)C(=O)NCCN1CCN(S(=O)(=O)c2ccc3ccccc3c2)CC1	6%	-10%	i	3%	-3%	-18%	9%	18%
CCN(CC)C(=S)SSC(=S)N(CC)CC	12%	-2%	i	7%	-96%[inhibitor]	-36%	-18%	-93%[inhibitor]
Cc1ccc(-c2cccc(NC(=O)C3C4C=CC(C4)C3C(=O)O)c2)o1 (centres undefined)	6%	-10%	-5%	11%	-1%	-9%	-4%	0%
COc1ccc(OCCn2ccnc2C)cc1	-19%	5%	-26%	7%	-3%	5%	0%	1%
COC(=O)Cn1c(=O)oc2ccc(C)cc21	-21%	1%	i	3%	-1%	14%	7%	12%
COc1cc(Cl)c(C)cc1NC(=O)[C@@H]1CCCN1C(=O)c1cccs1	0%	0%	28%	17%	1%	-14%	-9%	-5%
Cc1nnc(NC(=O)C2CCCC2)s1	1%	4%	i	4%	2%	-8%	9%	16%
O=C(Nc1ccc2c(c1)OCO2)N1CCN(Cc2ccco2)CC1	19%	1%	-2%	0%	-4%	14%	1%	-12%
COc1cc(NC(=O)CSC(=S)N2CCCC2)c(OC)cc1Cl	12%	15%	-8%	13%	-7%	1%	9%	-27%
COC(=O)c1ccc2nc(-c3cccc(Br)c3)c(Cc3ccccc3OC)n2c1	13%	-6%	i	2%	-3%	-10%	0%	?
Cn1nnnc1SCCNCc1ccncc1	7%	15%	i	8%	-2%	37%	-5%	-23%
CCC(=O)N(C)C[C@@H]1Oc2ncc(Br)cc2C(=O)N([C@H](C)CO)C[C@H]1C	27%	3%	-18%	14%	0%	-27%	17%	6%
COC(=O)C(CO)NC(=O)C(C)NC(=O)CNC(=O)OCc1ccccc1 (centres undefined)	4%	0%	i	5%	-5%	-2%	12%	13%[9.22 µM]
CCOC(=O)c1sc(N/N=C/c2ccc(N(C)C)cc2)nc1C	21%	17%	14%	3%	1%	11%	-3%	-5%
CCCCc1nn2c(N)c(/C=C3\C=Nc4ccccc43)c(=O)nc2s1	1%	3%	i	-8%	-6%	.	-3%	13%
CN(C)/C=N/c1nc2nccc(-c3ccc(F)cc3)n2n1	2%	10%	-12%	5%	-2%	14%	6%	-3%

# 4 entries from above, sorted by the value under TDP43 rescue, ascending:
Molecule,EPAC1 antagonist,EPAC2 antag,PTHR1 ag,EPAC2 agonist,TDP43 rescue
COc1cc(NC(=O)CSC(=S)N2CCCC2)c(OC)cc1Cl,12%,15%,-8%,13%,-27%
O=C(Nc1ccc2c(c1)OCO2)N1CCN(Cc2ccco2)CC1,19%,1%,-2%,0%,-12%
COc1cc(Cl)c(C)cc1NC(=O)[C@@H]1CCCN1C(=O)c1cccs1,0%,0%,28%,17%,-5%
Cc1ccc(-c2cccc(NC(=O)C3C4C=CC(C4)C3C(=O)O)c2)o1 (centres undefined),6%,-10%,-5%,11%,0%
